All columns: NCI-60 one-dose screen, growth in % after 48 h at 10 µM unless noted; 100 = growth as untreated, 0 = no growth, -100 = all killed.
SK-MEL-28 = SK-MEL-28 melanoma; actives 4.1% (n = 81,000)
SK-MEL-5 = SK-MEL-5 melanoma | actives 6.4% (n = 80,000) | AID 1794755
MDA-MB-435 = MDA-MB-435 melanoma | actives 7.8% (n = 82,000)
SK-MEL-2 = SK-MEL-2 melanoma. actives 4.7% (n = 77,000)
UACC-62 = UACC-62 melanoma; actives 5.4% (n = 81,000)
A549/ATCC = A549/ATCC NSCLC; actives 3.7% (n = 81,000); AID 1794740
UACC-257 = UACC-257 melanoma | actives 4.4% (n = 78,000) | AID 1794764
M14 = M14 melanoma. actives 6.2% (n = 80,000)
An asterisk follows results filed as active; · = not tested or not shown. Rule for the calls: active = growth percent below 10; inactive = the rest.

entry | Structure | SK-MEL-28 | SK-MEL-5 | MDA-MB-435 | SK-MEL-2
1 | O=C(Nc1ccc(OCC(=O)c2ccc(Cl)cc2)cc1)Nc1ccc(Cl)c(C(F)(F)F)c1 | 33 | 54 | 52 | -35*
2 | O=c1[nH]c(CN2CCN(c3ccccc3)CC2)nc2c(Br)cc(Br)cc12 | 108 | 109 | 108 | 91
3 | Cc1cccc2c(Cn3cc(Cn4cnc5c4c(=O)n(C)c(=O)n5C)nn3)cc(=O)[nH]c12 | 106 | 101 | 105 | 116
4 | Nc1nc(Cl)c2[nH]c(Cl)nc2n1 | 100 | 107 | 106 | 95
5 | COc1ccc(/C=C2\C=C(c3ccc(F)cc3)N(Cc3ccccc3Cl)C2=O)cc1 | 95 | 41 | 74 | 85
6 | CCCCCCCCCSc1ccc(C(=O)O)cc1 | 97 | 101 | 88 | 113
7 | CC(C)OC(=O)c1ccc2n1CCc1cnc(N)nc1-2 | 94 | 94 | 98 | 103
8 | c1ccc2cc(-c3cc(-c4ccc5c(c4)OCCO5)[nH]n3)ccc2c1 | 108 | 98 | 100 | 120
9 | CC(C)OC(=O)c1ccc2n1CCCc1cnc(NC3CCCCC3)nc1-2 | 100 | 92 | 90 | 103
10 | COc1ccc(CNc2ccc(NC(=O)c3cc(OC)cc(OC)c3)cn2)cc1 | 101 | 105 | 99 | 99
11 | CCCCc1nc(/C=N/Nc2nc(Nc3ccccc3)nc(Nc3ccc(S(N)(=O)=O)cc3)n2)c(Cl)[nH]1 | 71 | 75 | 90 | 66
12 | NC1=C(Cl)C(=O)c2ccc(S(N)(=O)=O)cc2C1=O | -85* | · | -87* | -74*

entry | UACC-62 | A549/ATCC | UACC-257 | M14
1 | 18 | 24 | 20 | 34
2 | 84 | 101 | 96 | 113
3 | 96 | 108 | 98 | 102
4 | 105 | 76 | · | 97
5 | 59 | 67 | 53 | 71
6 | 98 | 97 | 97 | 117
7 | 96 | 98 | 108 | 97
8 | 99 | 94 | 110 | 100
9 | 89 | 89 | 104 | 85
10 | 95 | 71 | 92 | 100
11 | 73 | 108 | 108 | ·
12 | -88* | -54* | -95* | -90*

Additional structures follow:
entry | Structure | SK-MEL-28 | SK-MEL-5 | MDA-MB-435 | SK-MEL-2
13 | O=C1c2ccccc2CCCC1Br (stereo not given) | 113 | 97 | 101 | 90
14 | CCOC(=O)COc1ccc(/C(CC)=C(/CC)c2ccc(OCC(=O)OCC)cc2)cc1 | 104 | 100 | 102 | 103
15 | COc1ccccc1/C=N/N=C1c2ccccc2-c2ccccc21 | 104 | 91 | 100 | 105
16 | O=C(CNc1ccc(F)cc1)N1c2cccc3cccc(c23)N(C(=O)CNc2ccc(F)cc2)C1c1cn(-c2ccccc2)nc1-c1cccc([N+](=O)[O-])c1 | 104 | 92 | 101 | 104
17 | CCOC(=O)C1(C(=O)OCC)C(C(=O)c2ccccc2)C1c1ccccc1 (stereo not given) | 122 | 90 | 135 | 87
18 | O=C(Nc1ncc(Cc2ccc(Cl)cc2Cl)s1)c1cc(Br)cs1 | 81 | 85 | 22 | 77
19 | C=CCn1c(SCC(=O)Nc2ccc(OC)cc2)nnc1-c1cc(-c2ccc(Cl)cc2)nc2ccccc12 | 90 | 77 | 90 | 97
20 | CCCC(=O)Nc1ccc(Cl)c(Cl)c1 | 102 | 93 | 101 | 102
21 | CCOC(=O)/C(C#N)=C/c1ccc(O)cc1 | 113 | 104 | 104 | ·
22 | O=C(Nc1ccc(Br)cc1)Nc1cccc(Cl)c1 | 102 | 71 | 91 | 123
23 | Cc1cccnc1NC1OC(=O)c2ccccc21 (stereo not given) | 112 | 105 | 103 | ·
24 | CC(=O)Oc1c(C)c(C)c2c(c1C)CCC(C)(CCCC(C)CCCC(C)CCCC(C)C)O2 (stereo not given) | 107 | 101 | 108 | 98

entry | UACC-62 | A549/ATCC | UACC-257 | M14
13 | 109 | 104 | 103 | 94
14 | 90 | 107 | 107 | 107
15 | 87 | 105 | 112 | 94
16 | 68 | 96 | 94 | 97
17 | 66 | 80 | 91 | 92
18 | 66 | 79 | 90 | 84
19 | 74 | 81 | 95 | 79
20 | 90 | 91 | 100 | 103
21 | 104 | 107 | 116 | 99
22 | 64 | 73 | 83 | 88
23 | 97 | 96 | 100 | 96
24 | 107 | 101 | 110 | 103

15 compounds out of the list, arranged by count of non-hydrogen atoms, rising:
entry | Structure | SK-MEL-28 | SK-MEL-5 | MDA-MB-435 | SK-MEL-2
13 | O=C1c2ccccc2CCCC1Br (stereo not given) | 113 | 97 | 101 | 90
20 | CCCC(=O)Nc1ccc(Cl)c(Cl)c1 | 102 | 93 | 101 | 102
21 | CCOC(=O)/C(C#N)=C/c1ccc(O)cc1 | 113 | 104 | 104 | ·
12 | NC1=C(Cl)C(=O)c2ccc(S(N)(=O)=O)cc2C1=O | -85* | · | -87* | -74*
7 | CC(C)OC(=O)c1ccc2n1CCc1cnc(N)nc1-2 | 94 | 94 | 98 | 103
18 | O=C(Nc1ncc(Cc2ccc(Cl)cc2Cl)s1)c1cc(Br)cs1 | 81 | 85 | 22 | 77
15 | COc1ccccc1/C=N/N=C1c2ccccc2-c2ccccc21 | 104 | 91 | 100 | 105
8 | c1ccc2cc(-c3cc(-c4ccc5c(c4)OCCO5)[nH]n3)ccc2c1 | 108 | 98 | 100 | 120
9 | CC(C)OC(=O)c1ccc2n1CCCc1cnc(NC3CCCCC3)nc1-2 | 100 | 92 | 90 | 103
10 | COc1ccc(CNc2ccc(NC(=O)c3cc(OC)cc(OC)c3)cn2)cc1 | 101 | 105 | 99 | 99
14 | CCOC(=O)COc1ccc(/C(CC)=C(/CC)c2ccc(OCC(=O)OCC)cc2)cc1 | 104 | 100 | 102 | 103
24 | CC(=O)Oc1c(C)c(C)c2c(c1C)CCC(C)(CCCC(C)CCCC(C)CCCC(C)C)O2 (stereo not given) | 107 | 101 | 108 | 98
11 | CCCCc1nc(/C=N/Nc2nc(Nc3ccccc3)nc(Nc3ccc(S(N)(=O)=O)cc3)n2)c(Cl)[nH]1 | 71 | 75 | 90 | 66
19 | C=CCn1c(SCC(=O)Nc2ccc(OC)cc2)nnc1-c1cc(-c2ccc(Cl)cc2)nc2ccccc12 | 90 | 77 | 90 | 97

entry | UACC-62 | A549/ATCC | UACC-257 | M14
13 | 109 | 104 | 103 | 94
20 | 90 | 91 | 100 | 103
21 | 104 | 107 | 116 | 99
12 | -88* | -54* | -95* | -90*
7 | 96 | 98 | 108 | 97
18 | 66 | 79 | 90 | 84
15 | 87 | 105 | 112 | 94
8 | 99 | 94 | 110 | 100
9 | 89 | 89 | 104 | 85
10 | 95 | 71 | 92 | 100
14 | 90 | 107 | 107 | 107
24 | 107 | 101 | 110 | 103
11 | 73 | 108 | 108 | ·
19 | 74 | 81 | 95 | 79

entry | Structure | SK-MEL-28 | SK-MEL-5 | MDA-MB-435 | SK-MEL-2
16 | O=C(CNc1ccc(F)cc1)N1c2cccc3cccc(c23)N(C(=O)CNc2ccc(F)cc2)C1c1cn(-c2ccccc2)nc1-c1cccc([N+](=O)[O-])c1 | 104 | 92 | 101 | 104

entry | UACC-62 | A549/ATCC | UACC-257 | M14
16 | 68 | 96 | 94 | 97

(further entries)
entry | Structure | SK-MEL-28 | SK-MEL-5 | MDA-MB-435 | SK-MEL-2
25 | Cc1cc(Cl)cc(CN(C)Cc2cc(Cl)cc(C)c2O)c1O | 83 | 85 | 87 | 110
26 | Cc1ccc2c(c1)sc1nc(-c3c[nH]c4ccccc34)c(Nc3ccc(Br)cc3)n12 | 118 | 103 | 105 | 107
27 | C=C(C)[C@@H]1CC[C@]2(C(=O)NC3CCCCC3)CC[C@]3(C)[C@H](CC[C@@H]4[C@@]5(C)CCC(=O)C(C)(C)[C@@H]5CC[C@]43C)[C@@H]12 | 97 | 96 | 94 | 95
28 | C[N+](C)(C)CC(=O)N/N=C/c1ccc2c(c1)OCO2 | 97 | 102 | 105 | 108
29 | C=C(C)[C@@H]1CC[C@]2(COC(=O)c3cccnc3)CC[C@]3(C)[C@H](CC[C@@H]4[C@@]5(C)CCCN(C(=O)c6cccnc6)C(C)(C)[C@@H]5CC[C@]43C)[C@@H]12 | 51 | 2.5* | 38 | 65
30 | NC(=O)c1c(NC(=O)c2ccc(C3CCCCC3)cc2)sc2c1CCC(=O)C2 | 32 | · | 12 | 26
31 | CCc1nn2c(-c3ccc(C(F)(F)F)cc3)c(-c3cc(OC)c(OC)c(OC)c3)nc2s1 | 89 | 59 | 76 | 69
32 | Cc1ccc(O)c(C(C)C)c1 | 109 | 101 | 110 | 117
33 | O=C(COc1cccc(O)c1)Nc1ccc2oc(=O)ccc2c1 | 116 | · | 108 | 106
34 | CC(=O)Nc1ccc(-n2c(C)nc3c(cnn3-c3ccccc3)c2=O)cc1 | 100 | 23 | 79 | 76
35 | Cc1ccc(CN(Cc2ccc(-c3ccccc3S(C)(=O)=NC#N)cc2)C(=O)c2ccccc2Cl)cc1 (stereo not given) | 97 | 58 | 88 | 87
36 | Brc1ccc(CSc2ncnc3nc[nH]c23)cc1 | 99 | 100 | 100 | 94

entry | UACC-62 | A549/ATCC | UACC-257 | M14
25 | 106 | 85 | 86 | 89
26 | 84 | 101 | 111 | 98
27 | 77 | 86 | 94 | 98
28 | 110 | 108 | 106 | 101
29 | 28 | 29 | 20 | 41
30 | 26 | 11 | 12 | 18
31 | 66 | 70 | 88 | 82
32 | 104 | 97 | 101 | 106
33 | 98 | 94 | 91 | 108
34 | 62 | 86 | 58 | 90
35 | 59 | 64 | 90 | 69
36 | 92 | 95 | 101 | 103

Next entries.
entry | Structure | SK-MEL-28 | SK-MEL-5 | MDA-MB-435 | SK-MEL-2
37 | COc1ccc(C(=O)COc2ccc(/C=C3\Oc4ccccc4C3=O)cc2)cc1 | 123 | 86 | 60 | 103
38 | COC(=O)c1cc2ccccc2c([N+](=O)[O-])c1O | 120 | 105 | 111 | 113
39 | COC(=O)C1CC2C(Cl)=C(Cl)C1(Cl)C2(Cl)Cl (stereo not given) | 102 | 95 | 99 | 112
40 | CCOC(=O)CCNc1nc(N)nc(N(C)C2CCCCC2)c1C=O | 110 | 97 | 111 | 96
41 | Nc1c(Br)cc2c(c1Br)C(O)c1ccccc1-2 (stereo not given) | 116 | 84 | 109 | 102
42 | CNC(=S)NC | 106 | 108 | 118 | ·
43 | COc1ccc(C(=O)CCC(=O)O)c2c(OC)cccc12 | 113 | 100 | 104 | 106
44 | CC(C(O)C(F)(F)F)[N+](=O)[O-] (stereo not given) | 109 | 101 | 106 | 102
45 | COc1cc2nc(-c3ccc(C#N)cc3)[nH]c(=O)c2cc1OC | 102 | 97 | 103 | 128
46 | CCOc1ccc2c(c1)sc1nc(-c3ccccc3)c(-c3ccc(OC)cc3OC)n12 | 91 | 89 | 32 | 88
47 | O=C1C=C(NCCCCCCN2C(=O)c3cccc4cccc(c34)C2=O)C(=O)c2ccccc21 | 109 | 93 | 111 | 95
48 | CSc1nc(-c2cccc(NC(=O)CCl)c2)c(C#N)c(=O)n1C | 87 | 79 | 55 | 71

entry | UACC-62 | A549/ATCC | UACC-257 | M14
37 | 72 | 99 | 98 | 85
38 | 91 | 104 | 103 | 104
39 | 108 | 103 | 112 | 107
40 | 101 | 96 | 105 | 114
41 | 86 | 92 | 105 | 106
42 | 101 | 91 | 97 | 118
43 | 98 | 90 | 98 | 95
44 | 101 | 97 | 97 | 93
45 | 88 | 15 | -1.6* | 88
46 | 63 | 82 | 87 | 91
47 | 99 | 101 | 102 | 115
48 | 60 | 86 | 63 | 57

The listing continues:
entry | Structure | SK-MEL-28 | SK-MEL-5 | MDA-MB-435 | SK-MEL-2
49 | CN(C)c1ccc(/C=C(\C#N)c2cc3ccccc3[nH]2)cc1 | 55 | 13 | -25* | 27
50 | COc1cc2c(=O)n(C)c3ccccc3c2cc1OC | 120 | 102 | 94 | 121
51 | COc1ccc(N=Nc2cc(OC)c(N)cc2OC)cc1 | 122 | 89 | 111 | 95
52 | Oc1ccc(/C=N/NC(=S)Nc2ccccc2)nc1 | 43 | -45* | 31 | 12
53 | COc1ccc(-c2nc3ccc(-c4nc5ccc(N6CCN(C)CC6)cc5[nH]4)cc3[nH]2)cc1OC | 39 | 26 | 42 | 45
54 | COc1ccc2c(c1)CCc1[nH]nc(-c3cc(OC)c(OC)c(OC)c3)c1-2 | 58 | -54* | -30* | 31
55 | CC1(C)C(=NO)C(C)(C)C1=NO | 113 | 103 | 92 | 117
56 | C[N+]1(C)CCCC(C#CC[N+]2(C)CCCC2)C1 (stereo not given) | 108 | 102 | 100 | 101
57 | O=C(O)C(O)C(O)C(O)C(O)C(O)C(O)CO (stereo not given) | 108 | 99 | 111 | ·
58 | CCOC(=O)/C=C(C)/C=C/c1ccccc1 | 102 | 101 | 96 | 106
59 | NS(=O)(=O)c1ccc(C(=O)N=Nc2c(O)n(Cc3ccccc3)c3ccccc23)cc1 | 110 | 91 | 99 | 103
60 | COc1ccc(-c2cc(-c3cn(-c4cccc(Cl)c4)nc3-c3ccc(OC)cc3)on2)cc1 | 105 | 98 | 110 | 87
61 | COc1ccc(CC[N+](C)(C)C)cc1OC | 168 | 102 | 123 | 104
62 | CC(/C=C/c1ccc(Br)cc1)=N\OCC(=O)Nc1ccc(Cl)cc1 | 100 | 91 | 98 | ·
63 | O=C(NCCc1c[nH]c2ccccc12)c1ccc(S(=O)(=O)NCc2ccco2)cc1 | 113 | 97 | 109 | 61

entry | UACC-62 | A549/ATCC | UACC-257 | M14
49 | 31 | 41 | 57 | 9.0*
50 | 111 | 97 | 108 | 104
51 | 83 | 91 | 107 | 104
52 | -9.2* | 12 | 5.0* | -35*
53 | 19 | 96 | 25 | 18
54 | 29 | 5.0* | 38 | 4.5*
55 | 109 | 103 | 95 | 99
56 | 98 | 72 | 74 | 90
57 | 119 | 108 | 112 | 105
58 | 92 | 98 | 99 | 101
59 | 84 | 87 | 102 | 104
60 | 94 | 83 | 112 | 101
61 | 107 | 92 | 129 | 101
62 | 66 | 86 | 98 | 101
63 | 90 | 81 | · | 85

Screening results deposited in PubChem by NCI.
